Source: PubChem (several laboratories)
TRPML3 agonist: human mucolipin-3 channel agonism; activation, % at 3 µM; Q8TDD5; 220,000 compounds, 0.29% hits; AID 1448; HEK293 TRPML3-YFP, Fluo-8 calcium fluorescence; 100% = the carbachol control signal;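 active means activation above its plate's cutoff, the mean activation of the plate's test wells plus 3 SD, cut at about 12% in these data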;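 further: 0% = DMSO only wells and 100% = carbachol wells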
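Material: HEK293 cells stably carrying human TRPML3-YFP; compound dosing: single dose, 3 µM final nominal compound, 0.3% DMSO final; incubation: 1-h 37 °C dye load, 5-s basal, 120-s post-compound reads; technique: Fluo-8 intracellular calcium fluorescence, excitation 470-495 nm, emission 515-575 nm; read-out basis: percent activation from peak-to-basal fluorescence ratio, scaled between DMSO and carbachol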
PPC-1+TRAIL kill: PPC-1 cancer cell killing with TRAIL present | PPC-1 cells + TRAIL, ATPLite viability luminescence | cell killing (% activity), % at 4 µM | 220,000 compounds, 0.41% hits | AID 1443;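 active means cell killing above 50% in the first pass at 4 µM, then a duplicate retest at 5 µM averaging 50% or more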;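 further: plate controls were cells with TRAIL plus DMSO for no effect and medium-only wells lacking cells for full effect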
EBV gp42 block: inhibitors of Epstein-Barr virus glycoprotein 42; Q1HVG2; Fluorescence polarization binding assay, mP read-out; inhibition, % (tested at 21.74 µM); 220,000 compounds, 0.42% hits; in the data active means inhibition above about 50%
KCC2 mod: modulates chloride dependent transport by human KCC2. Q9H2X9. B-score of Tl+ flux slope (higher = more flux/activation; lower = inhibition) at 10 µM. KCC2 cells, thallium flux FluoZin-2 fluorescence. 190,000 compounds, 2.2% hits. AID 1456;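 active means thallium flux slope and its plate-corrected score both differing from the plate sample mean at a set confidence after two filtering rounds, in either direction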;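 further: slope of fluorescence scaled to starting intensity during 10 to 20 s after thallium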
Target sequence (Q9H2X9 whole entry, looked up): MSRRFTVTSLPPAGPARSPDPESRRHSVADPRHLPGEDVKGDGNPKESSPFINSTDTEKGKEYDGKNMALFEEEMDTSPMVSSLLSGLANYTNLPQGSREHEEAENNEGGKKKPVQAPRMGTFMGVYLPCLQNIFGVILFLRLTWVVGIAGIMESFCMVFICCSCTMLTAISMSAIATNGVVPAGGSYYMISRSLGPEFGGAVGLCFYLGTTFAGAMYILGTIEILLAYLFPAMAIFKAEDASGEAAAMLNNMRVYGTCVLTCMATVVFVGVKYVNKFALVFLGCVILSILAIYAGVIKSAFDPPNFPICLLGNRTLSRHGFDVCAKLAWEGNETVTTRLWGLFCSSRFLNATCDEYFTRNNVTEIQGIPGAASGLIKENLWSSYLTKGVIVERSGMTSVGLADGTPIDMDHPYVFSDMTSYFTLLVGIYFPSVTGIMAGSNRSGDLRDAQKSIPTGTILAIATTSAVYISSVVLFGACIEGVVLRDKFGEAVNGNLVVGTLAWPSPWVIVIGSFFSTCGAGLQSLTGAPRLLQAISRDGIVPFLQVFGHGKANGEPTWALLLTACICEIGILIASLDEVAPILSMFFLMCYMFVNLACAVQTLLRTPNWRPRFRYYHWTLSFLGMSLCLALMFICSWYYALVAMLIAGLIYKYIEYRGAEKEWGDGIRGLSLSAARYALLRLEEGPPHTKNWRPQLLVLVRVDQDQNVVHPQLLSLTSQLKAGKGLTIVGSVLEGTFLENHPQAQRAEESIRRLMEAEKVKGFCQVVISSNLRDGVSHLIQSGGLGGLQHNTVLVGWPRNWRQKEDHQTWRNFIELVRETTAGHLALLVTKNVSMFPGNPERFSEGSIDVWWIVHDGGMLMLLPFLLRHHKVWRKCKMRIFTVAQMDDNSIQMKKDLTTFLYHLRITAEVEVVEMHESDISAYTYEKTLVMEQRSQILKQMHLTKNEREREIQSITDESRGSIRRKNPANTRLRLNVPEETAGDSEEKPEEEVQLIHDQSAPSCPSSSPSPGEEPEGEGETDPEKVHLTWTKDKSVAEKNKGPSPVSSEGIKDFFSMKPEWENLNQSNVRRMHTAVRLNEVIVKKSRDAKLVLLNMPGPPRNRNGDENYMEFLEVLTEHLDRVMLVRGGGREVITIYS
TRPN1 ag: zebrafish TRPN1 (NompC) channel agonism | HEK293 zebrafish TRPN1-YFP, Fluo-8 calcium fluorescence; 100% = response to 87 µM carbachol | activation, % at 3 µM | 220,000 compounds, 0.18% hits | AID 1424;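 active means activation above its plate's cutoff, the mean activation of test wells on that plate plus 3 SD, cut at about 19% in these data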;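 further: 0% = DMSO alone and 100% = 87 µM carbachol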
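Control set: carbachol 87 µM as high control, DMSO as low control; system: HEK293 stable line with zebrafish TRPN1-YFP; read-out: % activation versus carbachol response; detection: intracellular calcium fluorescence with Fluo-8; doses: single test compound dose, 3 µM nominal, 0.3% DMSO; schedule: dye 1 h 37 °C plus 30 min RT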
thrombin 1536: blocks human thrombin protease activity. P00734. alpha-thrombin, Boc-VPR-AMC fluorogenic substrate cleavage. inhibition, % at 5 µM. 220,000 compounds, 0.26% hits. AID 1046;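 active means inhibition at or above 40%; inactive means inhibition below 40%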;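 further: 0% = enzyme with no compound and 100% = wells without enzyme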
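Assay system: human alpha-thrombin enzyme. Reagent: Boc-VPR-AMC substrate, 15 µM final. Compound dosing: one concentration per compound, 5 µM, with 0.2% DMSO. Incubation: room-temperature reaction. Technique: AMC fluorescence, 355/460 nm. Measure: % inhibition relative to enzyme controls and enzyme-free blanks.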
Calpain2 inh: blocks pig calpain II enzyme activity | AID 1236 | 220,000 compounds, 0.37% hits | purified calpain II, fluorogenic peptide substrate, 30 min | inhibition, % at 16 µM;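 active means inhibition above about 50%, limit read from the data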
Furin inh: inhibitors of human furin | P09958 | purified furin, fluorogenic substrate cleavage | inhibition, % at 30 µM | 220,000 compounds, 0.061% hits | AID 463115; in the data active means inhibition above about 25%; further: inactives centre near -15
TbHK1 inh: blocks Trypanosoma brucei hexokinase 1 activity | recombinant TbHK1, G6PDH-coupled NADH A340 | inhibition, % at 10 µM | 220,000 compounds, 0.11% hits;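 active means inhibition of 50% or more in the single-dose primary screen; inactive means inhibition below 50%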
* marks the source's active call; other numbers are inactive results; i = inactive; x = no result given; [ ] = remark or other dose.

| entry | molecule | EBV gp42 block | TRPML3 agonist | thrombin 1536 | TbHK1 inh | PPC-1+TRAIL kill |
| --- | --- | --- | --- | --- | --- | --- |
| 1 | CCOP(=O)(OCC)C(Nc1ccccn1)c1ccccc1 (centres undefined) | -14 | -0.3 | -4 | 2 | -10 |
| 2 | O=C(CSc1ncn[nH]1)NCCCc1ccccc1 | -12 | 0.4 | -2 | -5 | -27 |
| 3 | Fc1ccc(C2NC(=S)NC3=C2N2CCC3CC2)cc1 (centres undefined) | -5 | 1.3 | 0 | 0 | -7 |
| 4 | CSc1ncccc1C(=O)OCC(=O)c1cccs1 | -11 | 1.1 | -10 | -7 | 30 |
| 5 | NC(=S)N/N=C/c1ccccc1[N+](=O)[O-] | -17 | 0.7 | -2 | -27 | 16 |
| 6 | CC1CCc2onc(C(=O)NCc3ccco3)c2C1 (centres undefined) | -1 | 0.0 | -7 | 3 | 17 |
| 7 | CCOCCCn1c(SCc2nc3ccccc3s2)nc2ccccc2c1=O | -26 | 0.3 | -4 | -10 | 29 |
| 8 | COc1cc(C(=O)N2CCN(C(=O)COc3ccc4ccccc4c3)CC2)cc(OC)c1OC | -10 | 0.1 | -3 | 5 | 16 |
| 9 | Cc1ccc(C)c(N2CCN(C(=O)C3CCN(S(=O)(=O)c4c(C)noc4C)CC3)CC2)c1 | -14 | 2.2 | -1 | -13 | 11 |
| 10 | CSC(=S)NCc1cccnc1 | 1 | 0.4 | -5 | -4 | -10 |
| 11 | Cc1cccc(C(=O)N2CCC(=O)N(C(COCc3ccccc3)Cc3ccccc3)CC2)c1 (centres undefined) | -13 | -0.9 | 1 | -3 | 1 |
| 12 | COc1nc(Nc2ccc3c(c2)OCO3)nc(OC)n1 | -8 | x | -2 | -7 | 13 |

| entry | TRPN1 ag | Calpain2 inh | Furin inh | KCC2 mod |
| --- | --- | --- | --- | --- |
| 1 | 1.2 | 22 | -14 | -0.014 |
| 2 | 0.6 | -46 | -25 | x |
| 3 | 1.2 | -15 | -21[20 µM] | -0.0016 |
| 4 | -1.3 | -4 | -19 | -0.49 |
| 5 | 0.2 | 10 | -15 | 0.78 |
| 6 | -2.0 | 4 | -12 | 1.1 |
| 7 | -1.1 | 14 | -9 | 0.58 |
| 8 | 0.5 | -13 | -36 | -0.13 |
| 9 | 7.3 | 4 | -2 | 2.4 |
| 10 | -0.1 | 32 | -9 | 0.6 |
| 11 | -0.2 | 6 | -18 | -0.39 |
| 12 | x | 8 | -18 | -0.29 |

Structural class, those above containing a carbonyl joined to an NH by a bond outside any ring (two)
| entry | molecule | EBV gp42 block | TRPML3 agonist | thrombin 1536 | TbHK1 inh | PPC-1+TRAIL kill |
| --- | --- | --- | --- | --- | --- | --- |
| 2 | O=C(CSc1ncn[nH]1)NCCCc1ccccc1 | -12 | 0.4 | -2 | -5 | -27 |
| 6 | CC1CCc2onc(C(=O)NCc3ccco3)c2C1 (centres undefined) | -1 | 0.0 | -7 | 3 | 17 |

| entry | TRPN1 ag | Calpain2 inh | Furin inh | KCC2 mod |
| --- | --- | --- | --- | --- |
| 2 | 0.6 | -46 | -25 | x |
| 6 | -2.0 | 4 | -12 | 1.1 |

More entries:
| entry | molecule | EBV gp42 block | TRPML3 agonist | thrombin 1536 | TbHK1 inh | PPC-1+TRAIL kill |
| --- | --- | --- | --- | --- | --- | --- |
| 13 | Nc1nnn(CC(=O)N/N=C/C=C/c2ccccc2)n1 | 1 | 1.2 | 0 | -17 | 18 |
| 14 | CCCc1ccc(OCc2ccc(C(=O)N/N=C/c3cccc([N+](=O)[O-])c3)o2)c(OC)c1 | 6 | 0.6 | -12 | 3 | 9 |
| 15 | COc1ccc(Cc2c3cc(OC)c(OC)cc3cc[n+]2C)cc1OC | -48 | x | 1 | -27 | 13 |
| 16 | COC(=O)c1nc2n(n1)C(c1cccc(Cl)c1)C1=C(CCCC1=O)N2 (centres undefined) | -8 | 0.6 | -7 | -16 | 30 |
| 17 | COc1cccc(CNC(=O)CCl)c1 | -10 | 0.9 | -8 | -5 | -2 |
| 18 | COC(=O)CC1COc2ccccc2N1C(=O)c1ccc(OC)cc1 (centres undefined) | -17 | -0.1 | 5 | -5 | 10 |
| 19 | O=C(Nc1ccc(N2CCOCC2)c(Cl)c1)c1ccc([N+](=O)[O-])o1 | 1 | 0.3 | -3 | -21 | 13 |
| 20 | Fc1ccccc1N1CCN(C(c2ccncc2)c2nnnn2C2CCCC2)CC1 (centres undefined) | -13 | 1.0 | -4 | -3 | -17 |
| 21 | CC(C)(C)OC(=O)NCCCCCc1nnc(SCC(=O)Nc2cccc(Cl)c2)o1 | -9 | 1.1 | -4 | -3 | 26 |
| 22 | CCOC(=O)c1oc2c(CN3CCN(CCO)CC3)c(O)c(CC)cc2c(=O)c1-c1nc2ccccc2s1 | -5 | 0.7 | 3 | -27 | -4 |
| 23 | COc1ccc(-c2cn(-c3ccc(SC(F)F)cc3)c3[n+]2CCC3)cc1OC | -13 | 0.2 | -9 | 0 | 4 |
| 24 | CC1=CC(=O)C=C(C)C1=NOc1ccc([N+](=O)[O-])cc1 | -15 | 0.4 | -12 | -20 | 1 |

| entry | TRPN1 ag | Calpain2 inh | Furin inh | KCC2 mod |
| --- | --- | --- | --- | --- |
| 13 | 0.1 | -3 | -13 | 0.75 |
| 14 | 0.9 | 3 | -3[20 µM] | 0.81 |
| 15 | x | 3 | -23 | -0.018 |
| 16 | 0.2 | -12 | -28 | x |
| 17 | -0.9 | -1 | -8 | 0.48 |
| 18 | -0.1 | 3 | -14[20 µM] | -0.96 |
| 19 | -0.5 | -21 | -9 | 0.64 |
| 20 | 3.0 | 3 | -12 | -0.49 |
| 21 | 7.5 | 2 | 2 | x |
| 22 | 1.3 | -1 | -21 | -0.35 |
| 23 | -0.3 | 5 | -19 | 0.033 |
| 24 | -0.9 | -2 | -19 | 0.58 |

Next section
| entry | molecule | EBV gp42 block | TRPML3 agonist | thrombin 1536 | TbHK1 inh | PPC-1+TRAIL kill |
| --- | --- | --- | --- | --- | --- | --- |
| 25 | CC(C)Cn1nnc2c(=O)oc3ccccc3c21 | -14 | 0.8 | 1 | -2 | 26 |
| 26 | Cc1ccsc1/C=N/NC(=O)CN1CCN(S(=O)(=O)c2ccc(Br)cc2)CC1 | 8 | 0.5 | -13 | -15 | 17 |
| 27 | O=S1(=O)CCC(NS(=O)(=O)/C=C/c2ccccc2)C1 (centres undefined) | -3 | 0.1 | -5 | -4 | 0 |
| 28 | O=C(NCCN1C(=O)S/C(=C\c2ccccc2)C1=O)C1CCN(S(=O)(=O)c2cccs2)CC1 | -8 | 1.1 | -4 | -15 | 0 |
| 29 | O=C(COC(=O)c1ccccc1C(=O)c1ccccc1)NCc1ccc(F)cc1 | -4 | 0.3 | 1 | 1 | -2 |
| 30 | Cc1ccc(CN2CCN(CC(=O)NC(C)CCc3ccccc3)C2=O)cc1 (centres undefined) | -12 | 0.3 | -2 | -5 | 1 |
| 31 | CCN(CC)C(=O)CSc1nnc(COc2ccc(OC)cc2)n1N | -8 | 0.8 | -6 | 1 | -7 |
| 32 | COC(=O)c1ccccc1NC(=O)CNc1cc(OC)c(OC)cc1C | 4 | 3.3 | -14 | 4 | 5 |
| 33 | CCc1cc(OCCCSc2nc(C)cc(=O)[nH]2)ccc1Cl | -7 | -0.5 | -4 | -3 | -1 |
| 34 | CCC(=O)Nc1nnc(SCCN2CCOCC2)s1 | -12 | 1.0 | -2 | 30 | -4 |
| 35 | COc1ccc2nc3oc(C(=O)N4CCC(C(N)=O)CC4)cc3cc2c1 | -22 | 0.2 | 0 | 40 | 19 |
| 36 | CC1(C)Cc2nc3sc(C(=O)NCCCO)c(N)c3cc2CO1 | 0 | 0.2 | -2 | -9 | 32 |

| entry | TRPN1 ag | Calpain2 inh | Furin inh | KCC2 mod |
| --- | --- | --- | --- | --- |
| 25 | -0.4 | -12 | -15[20 µM] | x |
| 26 | 0.5 | 3 | -12 | -0.071 |
| 27 | -0.3 | -4 | -20[20 µM] | x |
| 28 | 1.2 | 0 | -21 | 1.1 |
| 29 | -1.2 | -3 | -24 | -1.1 |
| 30 | 0.3 | -13 | -16 | -0.59 |
| 31 | -0.2 | 19 | -7 | 0.33 |
| 32 | 11 | -15 | -20 | -0.66 |
| 33 | 2.8 | -15 | -11[20 µM] | -1.1 |
| 34 | 0.1 | -6 | -15 | 0.32 |
| 35 | 2.1 | i | -14 | 0.29 |
| 36 | 1.7 | -20 | -9 | -0.092 |

Other entries
| entry | molecule | EBV gp42 block | TRPML3 agonist | thrombin 1536 | TbHK1 inh | PPC-1+TRAIL kill |
| --- | --- | --- | --- | --- | --- | --- |
| 37 | O=S(=O)(Cc1noc(-c2ccc(OC(F)(F)F)cc2)n1)c1ccc(F)cc1 | -11 | -0.1 | 5 | -6 | -15 |
| 38 | CCCn1c(C)cc(C(=O)COC(=O)c2ccc(Cl)c(S(=O)(=O)N3CCCC3)c2)c1C | -24 | 1.1 | 1 | -3 | 8 |
| 39 | CCN(CC)Cc1c(O)c(Cl)cc2c(C)c(C)c(=O)oc12 | -3 | 0.9 | 1 | -22 | -16 |
| 40 | COc1ccc(/C=C/C(=O)OCC(=O)Nc2cccc(C(C)=O)c2)cc1 | 4 | 0.5 | -6 | -5 | -4 |
| 41 | O=c1c(Cl)c(N2CCN(c3ccc(F)cc3)CC2)cnn1C12CC3CC(CC(C3)C1)C2 | -3 | -0.3 | 25 | -14 | 29 |
| 42 | COc1ccc(CC(=O)OCc2cc3ccc(C)cc3[nH]c2=O)cc1 | -48 | -0.5 | -3 | -2 | 7 |
| 43 | CCN1CCN(C(=O)C23CCC(C)(C(=O)C2Br)C3(C)C)CC1 (centres undefined) | -17 | 0.0 | 3 | -7 | -6 |
| 44 | COc1ccc(N2CC(C(=O)Nc3nc4ccccc4s3)CC2=O)cc1 (centres undefined) | -14 | 1.2 | -1 | -5 | -2 |
| 45 | O=C(c1cc2ccccc2o1)N1CCN(S(=O)(=O)c2cccs2)CC1 | -7 | -0.6 | 1 | 4 | 6 |

| entry | TRPN1 ag | Calpain2 inh | Furin inh | KCC2 mod |
| --- | --- | --- | --- | --- |
| 37 | -0.2 | 8 | -26 | 0.0027 |
| 38 | 1.5 | 3 | -14 | -1.7 |
| 39 | 0.5 | i | -147[20 µM] | 0.44 |
| 40 | 1.1 | 20 | -15 | 1.4 |
| 41 | 1.0 | 48 | 1 | -4.5 |
| 42 | -0.5 | 7 | -17 | x |
| 43 | 1.4 | -3 | -27 | 0.64 |
| 44 | 1.6 | 3 | -18 | -2.7 |
| 45 | -0.6 | 2 | -5[20 µM] | 0.35 |

2 compounds drawn at random from the list so far, as already listed:
| entry | molecule | EBV gp42 block | TRPML3 agonist | thrombin 1536 | TbHK1 inh | PPC-1+TRAIL kill |
| --- | --- | --- | --- | --- | --- | --- |
| 32 | COC(=O)c1ccccc1NC(=O)CNc1cc(OC)c(OC)cc1C | 4 | 3.3 | -14 | 4 | 5 |
| 35 | COc1ccc2nc3oc(C(=O)N4CCC(C(N)=O)CC4)cc3cc2c1 | -22 | 0.2 | 0 | 40 | 19 |

| entry | TRPN1 ag | Calpain2 inh | Furin inh | KCC2 mod |
| --- | --- | --- | --- | --- |
| 32 | 11 | -15 | -20 | -0.66 |
| 35 | 2.1 | i | -14 | 0.29 |
